TRHR enhancer = allosterically enhances the human TRH receptor; P34981; TRHR cells, fluo-8 calcium fluorescence, EC20 TRH enhancement; enhancement, % at 2 µM; 360,000 compounds, 0.66% hits; AID 493056; in the data active = enhancement above about 30%; also: 0% is about no effect
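TRHR-expressing cells loaded with fluo-8 calcium dye were read kinetically (ex 480/em 530) during compound addition, then stimulated with an EC20 of TRH (10 nM final). Enhancement of the Gq-mediated intracellular calcium response was scored.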
D1 agonist = activates the human D1 dopamine receptor. HEK293 T-REx D1 cells, calcium flux, agonist mode. activation, % at 2 µM. 360,000 compounds, 1% hits. AID 504660; in the data active = activation above about 30%; also: 0% is about no effect
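Tetracycline-induced HEK293 TREx D1 cells, force-coupled to calcium signalling, were dye-loaded with a no-wash calcium kit. Compound was pin-added after a 10 s baseline. Fluorescence was read kinetically at 1 cycle/s for 180 s, with calcium rises flagged as agonism.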
D2 potentiator = D2 dopamine receptor (human) potentiation. P14416. HEK293 T-REx D2, calcium flux, EC20 dopamine potentiation. potentiation, % at 10 µM. 340,000 compounds, 0.34% hits. AID 485347;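 active = potentiation over 3 SD above the plate norm, cut at about 30% in these data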; also: 0% is about no effect
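Potentiation of an EC20 dopamine calcium response is measured in a force-coupled, tetracycline-inducible Hek293 Trex D2 line. Compound-only kinetic reads over 180 s flag agonists before dopamine addition.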
D1 antag = antagonists of human D1 dopamine receptor; 360,000 compounds, 3.2% hits; AID 504652; HEK293 TREx D1 cells, calcium flux, dopamine EC80; stronger effect = lower value; activity change, negative = inhibition, % at 10 µM; P21728; in the data active = activity change below about -30%; also: % is scaled to controls: 0 for no effect and ±100 for the full control effect
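Cells carrying a force-coupled, tetracycline-inducible human D1 receptor report calcium flux. Each well gets a 10 s baseline, compound with 180 s monitoring, then an EC80 dopamine stimulus with a second 180 s kinetic read.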
RXFP1 antagonist = blocks the human relaxin receptor RXFP1; Q9HBX9; HEK293-RXFP1, relaxin-stimulated cAMP HTRF, 30 min; stronger effect = lower value; activity change, negative = inhibition, % at 57.5 µM; 350,000 compounds, 0.59% hits;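 active = activity change of -60% or lower, but not beyond a set lower limit; inconclusive = change between -60% and -40%, or beyond the set limit; inactive = change above -40%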; also: % is scaled to controls: 0 for no effect and ±100 for the full control effect
Target sequence (Q9HBX9 whole entry, looked up): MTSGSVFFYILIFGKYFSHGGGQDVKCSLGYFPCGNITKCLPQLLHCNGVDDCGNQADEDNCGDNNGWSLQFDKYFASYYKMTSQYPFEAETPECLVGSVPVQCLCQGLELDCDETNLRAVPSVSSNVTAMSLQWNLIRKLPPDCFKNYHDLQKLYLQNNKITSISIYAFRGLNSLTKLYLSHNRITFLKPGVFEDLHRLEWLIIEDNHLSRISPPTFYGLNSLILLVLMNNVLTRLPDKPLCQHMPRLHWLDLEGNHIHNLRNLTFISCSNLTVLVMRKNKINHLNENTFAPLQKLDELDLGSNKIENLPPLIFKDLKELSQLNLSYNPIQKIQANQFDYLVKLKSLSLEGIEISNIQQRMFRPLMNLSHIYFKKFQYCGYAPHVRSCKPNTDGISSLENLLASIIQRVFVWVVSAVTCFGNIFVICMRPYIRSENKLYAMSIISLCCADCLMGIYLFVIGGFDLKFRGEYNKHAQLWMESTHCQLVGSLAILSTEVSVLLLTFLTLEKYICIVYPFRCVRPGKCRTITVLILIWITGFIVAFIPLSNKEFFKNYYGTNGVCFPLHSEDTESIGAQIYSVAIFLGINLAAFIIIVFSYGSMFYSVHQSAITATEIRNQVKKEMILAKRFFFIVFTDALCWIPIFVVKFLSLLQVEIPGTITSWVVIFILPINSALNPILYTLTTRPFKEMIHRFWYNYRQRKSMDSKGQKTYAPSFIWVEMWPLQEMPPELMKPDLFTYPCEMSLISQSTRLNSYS
TRHR agonist = activates the human TRH receptor; TRHR cells, calcium flux fluo-8, FDSS agonist mode; activation, % at 2 µM; 360,000 compounds, 0.18% hits; AID 493084; in the data active = activation above about 30%; also: 0% is about no effect
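Fluo-8-loaded TRHR cells; 10 s baseline, compound added, kinetic Ca2+ fluorescence read 1/s, agonist mode.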
Anesthetic bind = candidate novel general anesthetic via apoferritin binding; 350,000 compounds, 0.074% hits; Potency, µM (top dose mostly 77.5 µM), for inactives: at the top dose activity change, negative = displacement, usual class: inhibitors; apoferritin/1-aminoanthracene competitive binding, fluorescence; P02791; AID 485281; also: potency is read from the fitted curve at half-maximal effect; % is scaled to controls: 0 for no effect and ±100 for the full control effect; nearly all actives have a fitted effect of over 20% in size
Target sequence (P02791 2-175 limits assumed): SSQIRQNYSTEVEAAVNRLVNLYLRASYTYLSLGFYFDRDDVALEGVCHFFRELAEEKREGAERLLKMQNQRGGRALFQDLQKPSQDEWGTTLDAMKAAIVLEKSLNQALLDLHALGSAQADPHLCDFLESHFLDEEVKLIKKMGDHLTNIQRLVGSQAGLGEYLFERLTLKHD
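Steps: apoferritin (10 uM) was premixed with half-saturated 1-AMA in PBS, compounds were pin-transferred, plates stood 10 min at room temperature, fluorescence was read at 380/535 nm, and curves were fitted with a Hill equation.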
RXFP1 ag = agonists of human relaxin receptor RXFP1; 370,000 compounds, 0.3% hits; HEK293T-RXFP1 cAMP TR-FRET, 30 min; response scale: percent of porcine relaxin response, buffer zero; Potency, µM (series often up to 57.5 µM), for the others: at the top dose activation, usual class: activators; Q9HBX9; also: potency is read from the fitted curve at half-maximal effect; % is scaled to controls: 0 for no effect and ±100 for the full control effect; nearly all actives have a fitted effect of over 60% in size; many of its hits are not listed in these tables
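HEK293T cells stably expressing RXFP1 were pretreated with the PDE4 inhibitor Ro 20174, exposed to compounds for 30 min at 37C, lysed, and cAMP was read by TR-FRET. Data normalized to buffer (basal) and 29 nM porcine relaxin (100%).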
D1 potentiator = potentiators of human D1 dopamine receptor; AID 504651; P21728; HEK293 TREx D1 cells, calcium flux, dopamine EC20 potentiation; potentiation, % at 10 µM; 360,000 compounds, 0.036% hits; in the data active = potentiation above about 30%; also: 0% is about no effect
* marks the source's active call; other numbers are inactive results; ? = inconclusive; . = no result given; & = joins results of further samples. Unless noted, calls follow the shape of the dose curve; as a rule, active = well fitted curve in the direction sought with a large enough effect; inconclusive = small, poorly fitted or top-dose-only effect, or another doubt; inactive = no such curve, though single readings can be large; an effect the other way counts as inactive or inconclusive. A portion of the library (hit frequency here may not be typical).

cpd	structure	TRHR enhancer	D1 agonist	D2 potentiator	D1 antag	RXFP1 antagonist	TRHR agonist	Anesthetic bind	RXFP1 ag	D1 potentiator
1	CC(C)n1nnnc1SCC(=O)Nc1ccc2c(c1)OCCO2	9	2	-8	-8	.	0.0	-2%	-2.2%	4
2	C=CCN=C(NC#N)SCC(=O)c1cccc(OC)c1	5	0	11	8	-9	-1.4	-17%	1.6%	-5
3	CCCCC[C@H](O)/C=C/[C@H]1C=CC(=O)[C@@H]1C/C=C\CCCC(=O)O	8	-1	7	-4	.	-0.6	-13%&0%	15%	2
4	CCC(=O)c1ccc(OCC(=O)NCCC2=CCCCC2)c(OC)c1	0	1	-1	-12	8	-0.8	-27%	-0.5%	-8
5	CN(C)c1ccc(/C=N/N2C(=S)SC(C)(C)C2N(O)C(=O)Nc2ccc([N+](=O)[O-])cc2)cc1 (stereo not given)	-2	2	-6	-14	1	-0.7	?	1.6%	-3
6	COc1ccc(N2CCN(C(=O)CSc3nnnn3-c3ccc4c(c3)OCCO4)CC2)cc1	8	4	-3	-16	12	-0.9	-3%	-0.1%	-1
7	O=C(CCCCCNC(=O)N1CCn2c1nc1ccccc12)NCc1ccccc1Cl	-3	1	1	-2	1	0.5	-8%	-0.5%	-1
8	CC1CCN(CCCNS(=O)(=O)c2ccc3c(c2)CCN3C(=O)C2CC2)CC1	-1	4	.	1	9	0.2	-8%	2.3%	12
9	N#CCCn1cc(C(=O)Nc2cccc(C(=O)O)c2)c(-c2ccc(Cl)cc2)n1	3	0	10	4	-6	0.2	-8%	-1.9%	-8
10	O=C(NC(=S)NCCCN1CCOCC1)c1ccc([N+](=O)[O-])cc1	11	1	-11	6	-22	0.6	-13%	0.0%	0
11	CCC(=NC1CC(C)(C)NC(C)(C)C1)C1=C(O)CC(C)(C)CC1=O	2	2	2	-5	-6	0.0	-17%	1.5%	1
12	CCC(=O)N1CCc2cc(S(=O)(=O)NC(Cc3ccccc3)C(=O)NC3CCCCC3)ccc21 (stereo not given)	0	4	15	-4	-5	-1.7	-4%	1.4%	-9
13	CCOC(=O)c1ccc(-c2ccc(/C=C(\C#N)C(=O)NCC3CCCO3)o2)cc1 (stereo not given)	-4	5	-2	-29	11	3.2	-13%	11%	-4
14	CCNc1nc(OCCNS(=O)(=O)c2cc(C)ccc2C)nc(N(C)C)n1	9	4	13	0	0	-0.5	-11%	0.8%	1
15	O=C(NCc1ccc2c(c1)OCO2)c1ccc2c(=O)n(C3CCCC3)c(=O)[nH]c2c1	-5	1	-1	-17	-12	0.0	?	1.1%	1
16	O=C(COC(=O)c1c(Cl)ccc(Cl)c1Cl)NC1CCS(=O)(=O)C1 (stereo not given)	7	0	-1	5	-22	-0.4	-2%	-1.0%	10
17	CC(C)(C)NC(=O)c1ccc2nc(CCc3ccccc3)oc2c1	4	2	-5	-8	-16	0.0	-11%	1.3%	0
18	CCOC(=O)c1c[nH]n(-c2ccc(C)cc2)c1=O	-1	3	6	-4	2	-0.2	-4%	-0.9%	4
19	CCCC1CCc2[nH]nc(C(=O)NN)c2C1 (stereo not given)	1	-2	-17	-12	.	-0.1	.	0.4%	2
20	CCOc1ccc(-c2cc(CCCC(=O)Nc3cc(OC)ccc3OC)no2)cc1	-2	0	-5	-8	-20	0.4	-6%	-3.1%	-4
21	O=C(O)Cc1ccc(NC(=O)c2cccs2)cc1	-3	0	15	-7	7	1.2	2%	-1.0%	-2
22	Cc1[nH]c2ccccc2c1CN1CCc2ccccc2C1	9	3	-19	9	-22	0.9	-22%	-2.0%	-4
23	COc1ccc(C(=O)NCCS(=O)(=O)NCc2ccco2)cc1	-2	0	0	0	-12	0.9	.	1.8%	-7
24	CCN=C1SC(CC(=O)NC(C)c2ccccc2)C(=O)N1CC (stereo not given)	-3	0	17	-12	6	0.0	-4%	-0.1%	0
25	CC1CN(CCOc2ccccc2C(C)C)CC(C)O1 (stereo not given)	-11	1	-30	-13	-7	0.7	-8%	-2.4%	-2
26	COc1cc2c(cc1OC)CN(CC(=O)Nc1cccc(C(F)(F)F)c1)CC2	-2	2	-19	9	-1	-0.3	-6%	4.4%	3
27	N#Cc1ccccc1NC(=S)NC(=O)c1cccnc1	-7	10	0	3	-28	-0.3	-2%	2.3%	-4
28	CCn1ncc(/C=N\NC(=O)c2csc3ccccc23)c1C	1	1	4	-27	-3	-0.1	-7%	-1.7%	-3
29	Cc1nnc(NC(=O)CS(=O)(=O)Cc2ccccc2)s1	16	0	2	-5	-32	0.5	0%	-5.0%	-3
30	O=C(NCCc1c[nH]c2ccccc12)c1cncc(Br)c1	13	10	-3	-35*	2	7.1	3%	-1.3%	-8
31	CN1CCN(S(=O)(=O)c2cnccc2N2CCN(c3cccc(Cl)c3)CC2)CC1	-2	17	-1	-20	5	0.4	-13%	1.3%	-1
32	CCN1C(=O)c2ccccc2Sc2ccc(NC(=O)c3ccc(C)c(F)c3)cc21	-22	0	7	-72*	-8	-0.2	-16%	-0.1%	-8

From entry 17 as far as 30, as listed above:
cpd	structure	TRHR enhancer	D1 agonist	D2 potentiator	D1 antag	RXFP1 antagonist	TRHR agonist	Anesthetic bind	RXFP1 ag	D1 potentiator
17	CC(C)(C)NC(=O)c1ccc2nc(CCc3ccccc3)oc2c1	4	2	-5	-8	-16	0.0	-11%	1.3%	0
18	CCOC(=O)c1c[nH]n(-c2ccc(C)cc2)c1=O	-1	3	6	-4	2	-0.2	-4%	-0.9%	4
19	CCCC1CCc2[nH]nc(C(=O)NN)c2C1 (stereo not given)	1	-2	-17	-12	.	-0.1	.	0.4%	2
20	CCOc1ccc(-c2cc(CCCC(=O)Nc3cc(OC)ccc3OC)no2)cc1	-2	0	-5	-8	-20	0.4	-6%	-3.1%	-4
21	O=C(O)Cc1ccc(NC(=O)c2cccs2)cc1	-3	0	15	-7	7	1.2	2%	-1.0%	-2
22	Cc1[nH]c2ccccc2c1CN1CCc2ccccc2C1	9	3	-19	9	-22	0.9	-22%	-2.0%	-4
23	COc1ccc(C(=O)NCCS(=O)(=O)NCc2ccco2)cc1	-2	0	0	0	-12	0.9	.	1.8%	-7
24	CCN=C1SC(CC(=O)NC(C)c2ccccc2)C(=O)N1CC (stereo not given)	-3	0	17	-12	6	0.0	-4%	-0.1%	0
25	CC1CN(CCOc2ccccc2C(C)C)CC(C)O1 (stereo not given)	-11	1	-30	-13	-7	0.7	-8%	-2.4%	-2
26	COc1cc2c(cc1OC)CN(CC(=O)Nc1cccc(C(F)(F)F)c1)CC2	-2	2	-19	9	-1	-0.3	-6%	4.4%	3
27	N#Cc1ccccc1NC(=S)NC(=O)c1cccnc1	-7	10	0	3	-28	-0.3	-2%	2.3%	-4
28	CCn1ncc(/C=N\NC(=O)c2csc3ccccc23)c1C	1	1	4	-27	-3	-0.1	-7%	-1.7%	-3
29	Cc1nnc(NC(=O)CS(=O)(=O)Cc2ccccc2)s1	16	0	2	-5	-32	0.5	0%	-5.0%	-3
30	O=C(NCCc1c[nH]c2ccccc12)c1cncc(Br)c1	13	10	-3	-35*	2	7.1	3%	-1.3%	-8

Other compounds follow.
cpd	structure	TRHR enhancer	D1 agonist	D2 potentiator	D1 antag	RXFP1 antagonist	TRHR agonist	Anesthetic bind	RXFP1 ag	D1 potentiator
33	c1ccc2c(c1)Sc1ccccc1-n1cnnc1-2	0	0	-9	13	0	-0.5	0%	0.2%	-2
34	COc1ccc(N2CC(NC(=O)COc3ccccc3)CC2=O)cc1OC (stereo not given)	-3	5	-13	.	.	0.9	-6%	-0.1%	-1
35	O=C1CC(c2ccccc2)CC(O)=C1C=NCc1ccco1 (stereo not given)	0	1	-6	4	-7	0.1	-4%	-0.6%	-6
36	Cn1c(=O)c2c(ncn2CC(=O)N(Cc2ccccc2)c2ccccn2)n(C)c1=O	13	3	2	1	9	0.8	-16%	2.4%	-2
37	Cc1ccc(CN2[C@@H](CC3CCCCC3)COCCS2(=O)=O)cc1	2	6	-5	18	.	0.2	-3%	0.1%	0
38	CSCCC(NC(=O)c1ccccc1)C(=O)OCC(=O)Nc1ccc(C)c(Cl)c1 (stereo not given)	2	27	3	.	-5	-1.0	-1%	-1.2%	-4
39	O=C(c1ccccc1Oc1ccccc1)N1CCN(c2ccccc2)CC1	-8	3	-8	7	-6	0.0	-23%	1.5%	-11
40	O=C(OCc1ccc(Br)cc1F)c1cc2ccccc2oc1=O	14	2	5	12	-14	-0.1	-9%	1.0%	0
41	COc1ccc(C(C(C(=O)c2cccs2)N2CCOCC2)N2CCOCC2)cc1OC (stereo not given)	0	3	9	-5	1	-0.3	-8%	-0.5%	3
42	O=C(N/N=C/c1cnc(N2CCOCC2)s1)c1ccccc1	-1	2	12	5	4	-0.3	-1%	-3.0%	-3
43	O=C(Nc1ccc2c(c1)CN(Cc1ccccc1O)CC2)C1CCCO1 (stereo not given)	-5	5	-8	-5	15	1.1	-4%	-0.4%	1
44	O=C(c1ccco1)N1CCN(Cc2cc(=O)c(OCc3ccccc3Cl)co2)CC1	-1	1	-4	-18	-22	-0.2	.	0.9%	0

Screening results as filed in PubChem BioAssay.
